From PubChem
Apoferritin bind: candidate novel general anesthetic via apoferritin binding. Potency, µM (titrated, usually from 77.5 µM), for the others: top-dose activity change, negative = displacement, most hits filed as inhibitors. hit rate 0.074% among 350,000. AID 485281. P02791. apoferritin/1-aminoanthracene competitive binding, fluorescence; note: potency is the fitted concentration of half-maximal effect; % is set by controls: 0 for no effect and ±100 for the full control effect; nearly all actives have a fitted effect of over 20% in size
Target sequence (P02791 2-175 limits assumed): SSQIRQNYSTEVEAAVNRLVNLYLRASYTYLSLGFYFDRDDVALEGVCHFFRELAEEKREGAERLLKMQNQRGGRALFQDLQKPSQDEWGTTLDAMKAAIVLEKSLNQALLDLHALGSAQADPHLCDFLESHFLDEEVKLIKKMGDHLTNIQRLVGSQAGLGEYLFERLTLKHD
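Apoferritin-based anesthetic binding model; compound displacement of fluorescent 1-AMA measured as endpoint fluorescence after 10 minutes at room temperature, scaled to free-ligand and complex controls.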
POLI inh: inhibitors of human DNA polymerase iota; hit rate 1% among 390,000; Q9UNA4; Pol iota fluorescent replication assay, 10 min; AID 588590; Potency, µM (series often up to 115 µM), for inactives: at the highest dose activity, negative = inhibition, actives largely listed as inhibitors; note: potency is the fitted concentration of half-maximal effect
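Pol iota at 10 nM preincubated 15 min with compounds at room temperature; reaction started with fluorescent substrate, 50 nM final. Fluorescence read kinetically at 0 and 10 min; buffer-only wells as negative control.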
Tb PGK inh: T. brucei PGK inhibition; P07378; PGK/GAPDH coupled, Kinase-Glo luminescence, 60 min; Potency, µM (doses to about 57.5 µM), for the others: at the highest dose activity change, negative = inhibition, usual class: inhibitors; hit rate 0.043% among 380,000; note: potency is the fitted concentration of half-maximal effect; % is set by controls: 0 for no effect and ±100 for the full control effect; nearly all actives have a fitted effect of over 60% in size
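Recombinant glycosomal PGK reaction used 1,3-bisphosphoglycerate generated in-well by GAPDH (100nM final) in 100mM TEA pH 7.6, 5mM MgCl2, 0.01% Tween-20. After 60 minutes at room temperature, ATP was read by Kinase-Glo Plus luminescence end-point.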
BLM helicase inh: inhibitors of human Bloom syndrome helicase BLM; recombinant BLM DNA unwinding, fluorescence dequenching; hit rate 0.2% among 350,000; Potency, µM (top dose mostly 56.1 µM), without a hit: at the top dose activity change, negative = inhibition, usual class: inhibitors;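 note: potency is the fitted concentration of half-maximal effect; plate controls were vehicle for no effect and no enzyme for full effect; nearly all actives have a fitted effect of over 35% in size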
Pol kappa inh: blocks human DNA polymerase kappa activity; Q9UBT6; purified Pol kappa, fluorescent DNA synthesis assay, 10 min; Potency, µM (highest dose often 107 µM), for the others: top-dose activity, negative = inhibition, actives largely listed as inhibitors; hit rate 0.53% among 400,000; note: potency is the fitted concentration of half-maximal effect; % is set by controls: 0 for no effect and ±100 for the full control effect
Target sequence (Q9UBT6 whole entry, looked up): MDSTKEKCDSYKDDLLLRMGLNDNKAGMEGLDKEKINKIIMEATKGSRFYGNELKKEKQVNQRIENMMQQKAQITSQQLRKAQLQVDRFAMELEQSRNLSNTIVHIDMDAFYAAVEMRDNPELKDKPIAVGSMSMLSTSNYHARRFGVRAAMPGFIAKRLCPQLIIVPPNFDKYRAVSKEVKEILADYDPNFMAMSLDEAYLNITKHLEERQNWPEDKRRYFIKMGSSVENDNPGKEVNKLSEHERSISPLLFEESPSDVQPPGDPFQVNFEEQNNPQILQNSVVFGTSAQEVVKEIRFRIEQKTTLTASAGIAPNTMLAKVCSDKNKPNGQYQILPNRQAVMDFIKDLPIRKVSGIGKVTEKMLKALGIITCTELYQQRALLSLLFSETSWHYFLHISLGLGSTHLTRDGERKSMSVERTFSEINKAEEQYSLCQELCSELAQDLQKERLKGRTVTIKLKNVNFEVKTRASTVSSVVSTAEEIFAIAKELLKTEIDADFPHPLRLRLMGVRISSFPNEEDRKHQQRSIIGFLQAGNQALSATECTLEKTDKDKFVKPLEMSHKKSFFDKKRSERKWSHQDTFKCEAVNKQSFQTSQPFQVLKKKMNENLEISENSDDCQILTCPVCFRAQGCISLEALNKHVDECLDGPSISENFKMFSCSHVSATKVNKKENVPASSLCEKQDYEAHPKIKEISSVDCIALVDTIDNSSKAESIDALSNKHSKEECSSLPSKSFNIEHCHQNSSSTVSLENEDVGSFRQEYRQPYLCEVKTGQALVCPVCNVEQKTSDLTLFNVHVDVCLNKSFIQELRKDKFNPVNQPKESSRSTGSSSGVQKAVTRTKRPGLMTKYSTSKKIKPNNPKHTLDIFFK
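Activity was followed as the change in fluorescence between reads at 0 and 10 min after starting the reaction with 50 nM substrate. Beforehand, 10 nM polymerase had been preincubated with compound for 15 min at room temperature.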
APE1 inh: blocks human APE1 abasic DNA cleavage; AID 2517; recombinant APE1, TAMRA/BHQ-2 abasic DNA cleavage fluorescence; P27695; hit rate 0.35% among 350,000; Potency, µM (highest dose often 65.8 µM), without a hit: at the top dose activity change, negative = inhibition, usual class: inhibitors;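 note: potency is the fitted concentration of half-maximal effect; plate controls were vehicle for no effect and reference inhibitor for full effect; nearly all actives have a fitted effect of over 55% in size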
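APE1 at 0.75 nM final was preincubated with compound 15 min at room temperature, then 50 nM double-stranded THF abasic-site substrate (5'-TAMRA/3'-BHQ-2) was added. Fluorescence (ex 525/em 598 nm) was read kinetically; third-minus-first read gave activity.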
Pol beta inh: blocks human DNA polymerase beta activity; P06746; Pol beta primer extension/strand displacement, fluorescence kinetic; Potency, µM (doses to about 114 µM), for the others: at the top dose activity change, negative = inhibition, usual class: inhibitors; hit rate 1.3% among 340,000; AID 485314; note: potency is the fitted concentration of half-maximal effect; % is set by controls: 0 for no effect and ±100 for the full control effect
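Reaction started by 50 nM substrate onto compound-treated Pol beta (10 nM, 15 min preincubation, room temperature); plates read at 0 min and 10 min. Normalized concentration-effect data fitted by four-parameter Hill equation.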
POLH inh: blocks human DNA polymerase eta activity; Q9Y253; recombinant Pol eta, fluorescent DNA replication assay; Potency, µM (top dose mostly 114 µM), without a hit: at the highest dose activity change, negative = inhibition, hits mostly inhibitors; hit rate 1.2% among 390,000; note: potency is the fitted concentration of half-maximal effect; % is set by controls: 0 for no effect and ±100 for the full control effect
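Pol eta (10 nM) was preincubated with compounds for 15 min at room temperature, after which fluorescent replication substrate (50 nM final) was added to start the reaction. Fluorescence was read kinetically at 0 and 10 min.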
RXFP1 antag: RXFP1 (human) relaxin receptor antagonism. HEK293-RXFP1, relaxin-stimulated cAMP HTRF, 30 min; hits give low values. AID 1259400. hit rate 0.59% among 350,000. activity change, negative = inhibition, % at 57.5 µM;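 active = activity change of -60% or lower, but not beyond a set lower limit; inconclusive = change between -60% and -40%, or beyond the set limit; inactive = change above -40%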; note: % is set by controls: 0 for no effect and ±100 for the full control effect
Numbers without * were called inactive; i = inactive; ? = inconclusive; . = not tested or not shown; & = joins results of further samples; [ ] = another dose, or the depositor's remark. Unless noted, calls come from the whole dose curve; as a rule, active = well fitted curve in the direction sought with a large enough effect; inconclusive = small, poorly fitted or top-dose-only effect, or another doubt; inactive = no such curve, though single readings can be large; an effect the other way counts as inactive or inconclusive.

#	Molecule	Apoferritin bind	POLI inh	Tb PGK inh	BLM helicase inh	Pol kappa inh
1	CC(=O)N1CCc2cc(S(=O)(=O)NCCC(=O)NC3CCN(Cc4ccccc4)CC3)ccc21	-2%	-7%	0%	2%	8%
2	COc1ccc(CNC(=O)c2ccc(CN3CCOCC3)cc2)cc1	0%	11%	9%	-1%	4%
3	CCCCc1c(C)[nH]c(=S)[nH]c1=O	2%	-7%	-7%	-4%	-4%
4	CCCn1c(SCC(=O)NC(C)C)nc2sc3c(c2c1=O)CCC3	-6%	67%[activator]	-7%	-5%	-7%
5	CCC1CCC(N2CCN(c3ccc(F)cc3)CC2)CC1 (stereo not given)	-5%	-8%	8%	2%	-13%
6	Cc1ccccc1C(=O)N=c1ccn(-c2nc3ccccc3nc2NS(=O)(=O)c2ccccc2)cc1	43%[activator]	-7%	-7%	-6%	-2%
7	CN(C)CCN1C(=O)C(=O)/C(=C(/O)c2ccccc2)C1c1ccccc1F (stereo not given)	-12%	2%	-2%	2%	-18%
8	COc1ccc(CCNC(=O)CCC(=O)NC2CCCCC2)cc1OC	-4%	-2%	-12%	2%	0%
9	CCNc1[nH]c(=O)n(C)c(=O)c1N=O	-16%	?	6%	-11%	0%
10	Cc1ccc(-c2cc(=O)c3ccc(Cl)cc3[nH]2)cc1	-9%[163 µM]	?	1%	0%[120 µM]	-1%&-22%

#	APE1 inh	Pol beta inh	POLH inh	RXFP1 antag
1	3%	43%	-12%	2
2	-1%	-11%	-9%	2
3	-3%	40%	-8%	-6
4	37%[activator]	29%	-8%	0
5	-17%	-13%	3%	-3
6	-13%	-9%	0%	-9
7	-6%	24%	0%	-7
8	18%	7%	-17%	6
9	-4%	27%	4%	2
10	-3%[120 µM]	2%	2%	.

The list continues:
#	Molecule	Apoferritin bind	POLI inh	Tb PGK inh	BLM helicase inh	Pol kappa inh
11	Cc1ccc([N+](=O)[O-])cc1S(=O)(=O)NCCc1cn2ccccc2n1	-6%	-18%	i	-1%	-3%
12	COc1ccc2c(C)c(CCC(=O)NCc3ccccc3Cl)c(=O)oc2c1C	-14%	18%	3%	0%	3%
13	Cc1ccc(Cl)cc1NC(=O)c1ccccc1OCC(=O)Nc1ccc(Cl)cc1	-6%	-7%	.	-11%	3%
14	CN(C)c1ccc(C=c2c3ccccc3n3c2c2c([n+]3C)CCCC2)cc1	.	-27%	-14%	.	-28%
15	COc1ccc(CCNC(=O)C(=O)NCC2OCCCN2S(=O)(=O)c2cc(C)ccc2C)cc1 (stereo not given)	-18%	1%	6%	2%	-4%
16	CC(=O)Nc1ccc(Nc2ccc3c4c(cc(=O)n3C)-c3ccccc3C(=O)c24)cc1	-9%	24%	-11%	-17%	-5%
17	CCN(CC)C(=O)Cn1c(=O)n(C)c2ccccc21	-4%	4%	5%	-1%	-6%
18	Cc1c(C)c2c(c(C)c1O)CCC(C)(C(=O)O)O2 (stereo not given)	.	4%	5%	.	-14%
19	O=c1c2ccccc2nc(SCc2nnc(-c3ccccc3Br)o2)n1-c1ccccc1	0%	12%	.	-4%	-12%
20	CCOc1ccc(CCNC(=O)CSc2nnnn2C)cc1OCC	-4%	15%	i	-2%	-4%

#	APE1 inh	Pol beta inh	POLH inh	RXFP1 antag
11	18%	42%	-8%	0
12	.	33%	-2%	0
13	2%	0%	?	1
14	.	.	?	?
15	-2%	25%	-4%	-12
16	?	0%	0%	13
17	-1%	8%	-3%	0
18	-5%	.	-2%	.
19	2%	0%	2%	7
20	?	6%	-16%	-3

4 entries already listed, ordered by their value in APE1 inh, rising.
| item | structure | Apoferritin bind | POLI inh | Tb PGK inh | BLM helicase inh | Pol kappa inh | APE1 inh | POLH inh | RXFP1 antag |
| --- | --- | --- | --- | --- | --- | --- | --- | --- | --- |
| 18 | Cc1c(C)c2c(c(C)c1O)CCC(C)(C(=O)O)O2 (stereo not given) | . | 4% | 5% | . | -14% | -5% | -2% | . |
| 17 | CCN(CC)C(=O)Cn1c(=O)n(C)c2ccccc21 | -4% | 4% | 5% | -1% | -6% | -1% | -3% | 0 |
| 19 | O=c1c2ccccc2nc(SCc2nnc(-c3ccccc3Br)o2)n1-c1ccccc1 | 0% | 12% | . | -4% | -12% | 2% | 2% | 7 |
| 11 | Cc1ccc([N+](=O)[O-])cc1S(=O)(=O)NCCc1cn2ccccc2n1 | -6% | -18% | i | -1% | -3% | 18% | -8% | 0 |

Additional entries
#	Molecule	Apoferritin bind	POLI inh	Tb PGK inh	BLM helicase inh	Pol kappa inh
21	CCCCNC(=O)c1ccc(CS(=O)(=O)Cc2ccccc2F)o1	-10%	15%	0%	2%	0%
22	CCOc1c(Cl)cc(CNC(C)(C)CC(C)(C)C)cc1OC	-22%	-27%	-3%	-8%	-12%
23	Cc1nc2nc(CNC(=O)c3cccc(F)c3)nn2c(C)c1CCC(=O)Nc1cccc(Cl)c1	15%	14%	-8%	-2%	-3%
24	CC1CCCC(NC(=O)COC(=O)c2cc(=O)[nH]c3ccccc23)C1C (stereo not given)	.	-20%	3%	.	0%
25	c1ccc(CN=C(NCc2ccccc2)NCc2ccccc2)cc1	.	20%	1%	.	-11%
26	CCSc1nnc(NC(=O)[C@@H](NC(=O)c2ccccc2F)C(C)C)s1	-8%	76%[activator]	-4%	-4%	-8%
27	O=C(O)c1ccccc1C(=O)OCCc1cc2ccccc2c(=O)o1	.	4%	i	.	5%
28	CCOc1ccc(-c2cc(CCCC(=O)NCCc3ccccc3)no2)cc1	-9%	2%	i	-3%	-6%
29	Cc1ccc(OCc2cc(C(=O)NC3CCOC3)no2)cc1C (stereo not given)	-22%	1%	-2%	1%	-3%
30	Cc1cccc(CCNC(=O)c2cc3c(=O)[nH]c4ccc(C)cc4c3s2)c1	5%	11%	-4%	-2%	-13%

#	APE1 inh	Pol beta inh	POLH inh	RXFP1 antag
21	-6%	0%	2%	-5
22	4%	4%	-17%	0
23	.	0%	-7%	-6
24	10%	.	0%	4
25	.	.	-3%	-18
26	-3%	-27%	-8%	-14
27	26%	.	3%	.
28	0%	8%	-3%	16
29	-2%	18%	-6%	8
30	.	-13%	-8%	.

Remaining list, next part
#	Molecule	Apoferritin bind	POLI inh	Tb PGK inh	BLM helicase inh	Pol kappa inh
31	CCN(CC#CCC1(O)c2ccccc2-c2ccccc21)CCO	-11%	38%[activator]	i	3%	-16%
32	CCCC(CCC)C(=O)Nc1ccc2c(c1)N(C(=O)CCN1CCN(C)CC1)c1ccccc1CC2	-8%	116%[activator]	-4%	5%	-12%
33	COc1cccc(/C=C(\C#N)c2nc3ccc(C)cc3[nH]2)c1	66%[activator]	-6%	?	-9%	-6%
34	Cc1cc(C)c(C(=O)Nc2ccccc2)c(SCC(=O)Nc2ccc(Br)cc2C)n1	-3%	18%	8%	-8%	-16%
35	COc1ccccc1OCC(=O)N(Cc1cccs1)C1CCS(=O)(=O)C1 (stereo not given)	-9%	16%	-6%	3%	-3%
36	Oc1cc(-c2ccc(N3CCCCC3)nc2)cc2cccnc12	.	57%[activator]	i	.	11%
37	O=C(CN(C1CCCCC1)S(=O)(=O)c1ccccc1)NCc1cccnc1	6%	3%	3%	5%	-8%
38	Cc1cc(C)c(S(=O)(=O)N2CCCC(C(=O)NC3CCCC3)C2)c(C)c1 (stereo not given)	3%	85%[activator]	5%	-1%	2%
39	COCCN1CC(C(=O)NCc2ncccc2C)CCC1=O (stereo not given)	-8%	14%	-11%	-2%	-8%
40	O=C(Cc1ccccc1)N[C@@H](Cc1ccccc1)c1nc2ccccc2[nH]1	-6%	-3%	i	-2%	5%

#	APE1 inh	Pol beta inh	POLH inh	RXFP1 antag
31	22%	-13%	1%	-17
32	16%	45%	-17%	-1
33	.	?	89µM*	?
34	.	5%	10%	-8
35	.	16%	-6%	-14
36	22%&13%	.	0%	.
37	5%	2%	-11%	-4
38	10%	-13%	-17%	-11
39	36%[activator]	-22%	0%	7
40	29%	15%	-14%	-11

Single records (already shown). Order of values: Apoferritin bind	POLI inh	Tb PGK inh	BLM helicase inh	Pol kappa inh	APE1 inh	Pol beta inh	POLH inh	RXFP1 antag
Profile of O=C(CN(C1CCCCC1)S(=O)(=O)c1ccccc1)NCc1cccnc1 = 6%	3%	3%	5%	-8%	5%	2%	-11%	-4
Profile of CCCC(CCC)C(=O)Nc1ccc2c(c1)N(C(=O)CCN1CCN(C)CC1)c1ccccc1CC2 = -8%	116%[activator]	-4%	5%	-12%	16%	45%	-17%	-1

(continued)
#	Molecule	Apoferritin bind	POLI inh	Tb PGK inh	BLM helicase inh	Pol kappa inh
41	Cc1ccc(CNC(=O)C2CCC(=O)N(CC3CCCCC3)C2)o1 (stereo not given)	-4%	-27%	-1%	-3%	-11%
42	CCOC(=O)c1cccc(NC(=O)C2CCCN(S(=O)(=O)c3cc(Br)cc4c3N(C(=O)CC)CC4)C2)c1 (stereo not given)	4%	-23%	i	-8%	0%
43	CCOC(=O)C1CCCN(Cc2ccccc2C)C1 (stereo not given)	-4%	5%	i	-2%	4%
44	COCCCNC(=O)C1CC(=O)N(Cc2ccc(OC)cc2)C1 (stereo not given)	-16%	47%[activator]	-1%	-1%	0%
45	CCOc1cc(C(=O)NC2=NCCS2)cc(OCC)c1OCC	-17%	22%	-2%	0%	5%
46	Cc1ccc(C(=O)CSc2nnc(-c3ccncc3)n2C)cc1	-14%	67%[activator]	-4%	-4%	0%
47	Cc1cnc(C(=O)OCC(=O)NC2CCCCC2)cn1	?	-4%	-15%	2%	-19%
48	CCCCOCP(=O)(CC)COCCCC	-8%	9%	-7%	-1%	-9%
49	CC(C)(C)NC(=O)c1ccc(COc2ccc(Cl)cc2Cl)o1	?	-20%	3%	-9%	-12%

#	APE1 inh	Pol beta inh	POLH inh	RXFP1 antag
41	16%	28%	3%	-5
42	.	-29%	-2%	.
43	5%	0%	4%	5
44	0%	-1%	-13%	-2
45	-4%	21%	-6%	0
46	-4%	?	-11%	-28
47	-6%	19%	-6%	-4
48	2%	1%	-4%	2
49	-22%	-2%	-9%	?

A portion of the library, so the mix of outcomes need not match the whole.
